RORg inh: blocks mouse ROR gamma transcriptional activity; actives 5.4% (n = 310,000); Drosophila S2 Gal4-RORgamma UAS-luciferase reporter, 20 h; P51450; Potency, µM (series often up to 53.6 µM), inactives show top-dose activity change, negative = inhibition, usual class: inhibitors; note: % is set by controls: 0 for no effect and ±100 for the full control effect; nearly all actives have a fitted effect of over 60% in size
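ROR gamma transcriptional activity was tracked as Gal4-UAS luciferase output in stably transfected Drosophila Schneider cells, with compound added 1 hr before 700 uM copper sulfate induction and a 20 hr ambient-temperature incubation.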
ELG1 genotox: inducers of genotoxicity in HEK293T ELG1-luciferase cells; HEK293T ELG1-luciferase reporter, luminescence, 16 h; actives 1.3% (n = 330,000); Potency, µM (doses to about 46 µM), inactives show top-dose activity change, positive = activation, actives largely listed as activators; AID 504466; note: % of control where 0% means no effect; nearly all actives have a fitted effect of over 60% in size
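Screening used a luciferase reporter fused to human ELG1 in HEK293T cells. Luminescence was read on a CCD plate imager after 16 hr exposure and 30 min ONE-Glo incubation.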
Rab9 prom act: Rab9 promoter activation; Huh7 Rab9 promoter-luciferase reporter, luminescence, 24 h; Potency, µM (top dose mostly 9.22 µM), for the others: top-dose activation, negative = inhibition, usual class: activators; actives 2.8% (n = 320,000); note: % of control where 0% means no effect; nearly all actives have a fitted effect of over 60% in size
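Using Huh7 cells stably transfected with Rab9 promoter–luciferase, compounds were incubated 24 h at 37 °C, 5% CO2; luciferase luminescence was read 10 min after reagent addition.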
MBNL1-CUG inh: blocks human MBNL1 binding to CUG repeat RNA; Q9NR56; TR-FRET MBNL1-His/biotin-(CUG)12 binding, 665/545 ratio; Potency, µM (series often up to 57.5 µM), for inactives: at the top dose activity change, negative = inhibition, actives largely listed as inhibitors; actives 0.036% (n = 280,000); AID 2675; active = well fitted inhibition curve with a large enough effect in the signal ratio, with a control signal flat, not every such curve was filed as active; inconclusive = small, poorly fitted or top-dose-only effect, or effect the other way, or a change in a side signal; inactive = no such curve, though single readings can be large or run the other way; the % refers to the signal ratio; note: % is set by controls: 0 for no effect and ±100 for the full control effect
Target sequence (Q9NR56 whole entry, looked up): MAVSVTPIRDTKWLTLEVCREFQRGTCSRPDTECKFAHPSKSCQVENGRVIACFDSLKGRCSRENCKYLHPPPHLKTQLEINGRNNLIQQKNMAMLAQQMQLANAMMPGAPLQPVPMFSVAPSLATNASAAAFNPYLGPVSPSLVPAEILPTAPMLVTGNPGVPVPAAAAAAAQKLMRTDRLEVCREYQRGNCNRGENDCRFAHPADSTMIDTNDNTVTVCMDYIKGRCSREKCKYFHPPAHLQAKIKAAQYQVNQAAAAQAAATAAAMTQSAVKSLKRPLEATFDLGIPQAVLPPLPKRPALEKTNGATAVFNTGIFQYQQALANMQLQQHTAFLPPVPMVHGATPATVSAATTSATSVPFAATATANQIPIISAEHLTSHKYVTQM
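MBNL1-His + Biotin-(CUG)12, cpd titration 92 nM–58 uM; Tb anti-His Ab 0.055 ng/ul, SA-XL665 5 nM (final); 60 min RT; ratiometric 665/545 nm, Ex 340 nm; normalized to buffer and full-complex controls.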
uPA surface inh: cell surface uPA generation inhibition | cell surface uPA generation assay, qHTS | Potency, µM (titrated, usually from 38.3 µM), inactives show at the highest dose activity change, negative = inhibition, most hits filed as inhibitors | actives 0.31% (n = 330,000) | AID 540303; active = well fitted inhibition curve with a large enough effect; inconclusive = small, poorly fitted or top-dose-only effect; inactive = no such curve, though single readings can be large or run the other way; tested in mouse RAW 264.7 cells; note: % is set by controls: 0 for no effect and ±100 for the full control effect; nearly all actives have a fitted effect of over 55% in size
p53 reactivation: re-activators of mutant p53 | H1299 p53-A138V BP100-luciferase reporter, luminescence, 24 h | Potency, µM (doses to about 92.2 µM), without a hit: at the top dose activity change, positive = activation, usual class: activators | actives 0.063% (n = 320,000); note: % of control where 0% means no effect; nearly all actives have a fitted effect of over 45% in size
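p53-null H1299 cells stably carrying temperature-sensitive p53-A138V and a BP100-luciferase reporter were pinned with compounds (4-point, 1:5 series) and held 24 hrs at 37 deg C. Luminescence was read 10 min after detection reagent.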
FLuc counter: firefly luciferase modulation, counter-screen for miR-21 project | P08659 | purified FLuc, Km substrates, luminescence inhibition | Potency, µM (series often up to 57.5 µM), for inactives: top-dose activity change, negative = inhibition, most hits filed as inhibitors | actives 6.9% (n = 360,000) | AID 588342;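 note: plate controls were vehicle for no effect and reference inhibitor for full effect; nearly all actives have a fitted effect of over 55% in size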
Target sequence (P08659 whole entry, looked up): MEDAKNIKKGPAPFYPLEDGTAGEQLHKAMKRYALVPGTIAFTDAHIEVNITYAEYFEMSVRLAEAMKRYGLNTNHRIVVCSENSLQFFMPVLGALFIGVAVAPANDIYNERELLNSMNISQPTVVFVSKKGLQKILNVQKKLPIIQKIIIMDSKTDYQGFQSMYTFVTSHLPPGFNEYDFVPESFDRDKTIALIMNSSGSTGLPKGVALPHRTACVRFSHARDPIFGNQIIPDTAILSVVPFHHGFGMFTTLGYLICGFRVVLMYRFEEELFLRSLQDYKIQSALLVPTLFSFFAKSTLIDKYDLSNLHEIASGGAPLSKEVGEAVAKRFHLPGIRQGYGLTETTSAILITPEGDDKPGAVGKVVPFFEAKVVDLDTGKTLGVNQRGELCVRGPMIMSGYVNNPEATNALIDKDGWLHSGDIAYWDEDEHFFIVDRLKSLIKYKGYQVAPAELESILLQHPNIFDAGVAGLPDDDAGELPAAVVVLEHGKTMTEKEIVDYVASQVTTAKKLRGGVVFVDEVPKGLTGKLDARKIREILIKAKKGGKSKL
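Purified P. pyralis luciferase, 10 nM final, with Km-level 10 uM D-luciferin and 10 uM ATP in 50 mM Tris acetate pH 7.5, 10 mM Mg acetate, 0.01% Tween-20, 0.05% BSA; 6-point qHTS titration about 60 µM downward; luminescence read.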
BRCA1 expr act: BRCA1 expression activation; MCF7-BRCA1-FFLuc reporter, luminescence, 48 h; response scale: scaled: vehicle 0%, 10 µM genistein 100%; Potency, µM (highest dose often 46.1 µM), for inactives: at the top dose activation, usual class: activators; actives 1.1% (n = 380,000); note: nearly all actives have a fitted effect of over 80% in size; some results filed as inactive show a strong effect at the top dose
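Cells: MCF7-BRCA1-FFLuc, 2000/well. Exposure: 48 h, 37 °C, 5% CO2. Read: luminescence, 15 min post-substrate. Controls: genistein 10 microM (maximal activation), DMSO (neutral).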
Gal4-VP16 FLuc: counter-screen for ROR gamma inhibitors: Gal4-VP16 reporter | Drosophila S2 Gal4-VP16 UAS-luciferase, luminescence, 20 h | Potency, µM (top dose mostly 53.6 µM), for the others: top-dose activity, negative = inhibition, hits mostly inhibitors | actives 3.5% (n = 310,000);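 note: Gal4-VP16 expression switched on by copper sulfate through the metallothionein promoter; % is set by controls: 0 for no effect and ±100 for the full control effect; nearly all actives have a fitted effect of over 50% in size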
NPC1 promoter act: activators of NPC1 promoter; Huh7 NPC1 promoter luciferase reporter, 24 h; Potency, µM (highest dose often 9.22 µM), without a hit: top-dose activation, most hits filed as activators; actives 2.4% (n = 320,000); AID 485313;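 note: % of control where 0% means no effect; nearly all actives have a fitted effect of over 60% in size; reporter is driven by a mutant NPC1 promoter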
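Stably transfected Huh7 (NPC1 promoter→luciferase), 1500 cells/well in Opti-MEM + 10% FBS, 2 h settle, then compound 24 h at 37 °C. Luminescence after 10 min with Amplite reagent.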
Starred values were filed as active, the others as inactive; ? = inconclusive; . = not tested or not shown; [ ] = another dose, or the depositor's remark. Unless noted, calls come from the whole dose curve; as a rule, active = well fitted curve in the direction sought with a large enough effect; inconclusive = small, poorly fitted or top-dose-only effect, or another doubt; inactive = no such curve, though single readings can be large; an effect the other way counts as inactive or inconclusive. Potency is the fitted concentration of half-maximal effect.

SMILES	RORg inh	ELG1 genotox	Rab9 prom act	MBNL1-CUG inh	uPA surface inh	p53 reactivation	FLuc counter	BRCA1 expr act	Gal4-VP16 FLuc	NPC1 promoter act
O=C(NC1CC1)C1CCN(C2CCN(C(=O)/C=C/c3cccs3)CC2)CC1	12%	1%	-10%	15%	2%	-3%	2%	22%	1%	-6%
Clc1nssc1=Nc1nncs1	.	-1%	-4%	.	-5%	-28%	?	0%	.	-1%
CCCNC(=O)c1ccc(S(=O)(=O)c2ccc(OC)cc2)c([N+](=O)[O-])c1	-2%	-10%	-5%	?	-14%	-12%	-1%	-97%[inhibitor]	-18%	-3%
COC(=O)C(C)N(C#N)c1nc(C)nc(C)n1 (stereo not given)	-26%	-4%	2%	6%	.	3%	1%	0%	-3%	-4%
COc1ccccc1NC(CC(=O)c1ccccc1)C(=O)OCC(=O)c1ccc(C)cc1 (stereo not given)	?	2.3µM*	26%	?	-4%	?	3.4µM*	-23%	?	10%
COc1ccc(CCNC(=O)C(=O)c2c[nH]c3ccccc23)cc1OC	?	-3%	0%	5%	-7%	-68%[inhibitor]	?	17%	-11%	1%
Cn1c(CO)cnc1SCC(=O)c1ccc(Cl)cc1	-2%	0%	-6%	-5%	7%	-4%	-2%	21%	7%	-9%
CCC1CCC2(CC1)NC(=O)N(CC(=O)N1CCc3ccccc31)C2=O (stereo not given)	.	-3%	.	.	5%	-9%	.	-10%	.	.
CCOC(=O)c1sc(NC(=O)c2ccc(Br)o2)cc1C	?	2.3µM*	1.6µM*	51%[activator]	-6%	20%	3.4µM*	?	-8%	4µM*
Cc1cccc(COCC(Cc2ccccc2)N2CCN(C(=O)c3cccc(C)c3)CCC2=O)c1 (stereo not given)	3%	-2%	3%	0%	-2%	-3%	11%	-15%	2%	-1%
O=C(CSc1nnc(SCc2ccc(Cl)cc2)s1)N/N=C/c1ccc(C(=O)O)cc1	-21%	2%	0%	-5%	0%	4%	1.3µM*	0%	-12%	10%
Nc1ncnc2c1nc(N1CCCCC1)n2[C@@H]1O[C@H](CO)[C@@H](O)[C@H]1O	.	1%	-4%	.	8%	7%	0%	-13%	.	1%
c1csc(-c2ccc(N3CCOCC3)nn2)c1	?	?	0.5µM*	?	?	-2%	2.4µM*	-9%	11µM*	0.4µM*
CCOC(=O)Cc1cc(=O)n2[nH]c(C)cc2n1	-11%	4%	-3%	-2%	3%	-1%	-1%	12%	6%	-1%
COc1ccc(/C(N)=N/O)cc1O	-4%	2%	-11%	-9%	2%	11%	2%	-13%	-5%	1%

As a short view, some entries already given.
SMILES	RORg inh	ELG1 genotox	Rab9 prom act	MBNL1-CUG inh	uPA surface inh	p53 reactivation	FLuc counter	BRCA1 expr act	Gal4-VP16 FLuc	NPC1 promoter act
O=C(NC1CC1)C1CCN(C2CCN(C(=O)/C=C/c3cccs3)CC2)CC1	12%	1%	-10%	15%	2%	-3%	2%	22%	1%	-6%
Clc1nssc1=Nc1nncs1	.	-1%	-4%	.	-5%	-28%	?	0%	.	-1%
CCCNC(=O)c1ccc(S(=O)(=O)c2ccc(OC)cc2)c([N+](=O)[O-])c1	-2%	-10%	-5%	?	-14%	-12%	-1%	-97%[inhibitor]	-18%	-3%
COC(=O)C(C)N(C#N)c1nc(C)nc(C)n1 (stereo not given)	-26%	-4%	2%	6%	.	3%	1%	0%	-3%	-4%
COc1ccccc1NC(CC(=O)c1ccccc1)C(=O)OCC(=O)c1ccc(C)cc1 (stereo not given)	?	2.3µM*	26%	?	-4%	?	3.4µM*	-23%	?	10%
COc1ccc(CCNC(=O)C(=O)c2c[nH]c3ccccc23)cc1OC	?	-3%	0%	5%	-7%	-68%[inhibitor]	?	17%	-11%	1%
Cn1c(CO)cnc1SCC(=O)c1ccc(Cl)cc1	-2%	0%	-6%	-5%	7%	-4%	-2%	21%	7%	-9%
CCC1CCC2(CC1)NC(=O)N(CC(=O)N1CCc3ccccc31)C2=O (stereo not given)	.	-3%	.	.	5%	-9%	.	-10%	.	.
CCOC(=O)c1sc(NC(=O)c2ccc(Br)o2)cc1C	?	2.3µM*	1.6µM*	51%[activator]	-6%	20%	3.4µM*	?	-8%	4µM*

Next section.
SMILES	RORg inh	ELG1 genotox	Rab9 prom act	MBNL1-CUG inh	uPA surface inh	p53 reactivation	FLuc counter	BRCA1 expr act	Gal4-VP16 FLuc	NPC1 promoter act
C=CCSc1nnc(-c2ccccc2NC(=O)CC)c(=O)[nH]1	-3%	-4%	-7%	5%	-1%	4%	1%	0%	-2%	0%
O=CNC(n1cnc2c(N3CCOCC3)ncnc21)C(Cl)(Cl)Cl (stereo not given)	1%	0%	1%	3%	2%	1%	-4%	-12%	0%	-4%
CCOC(=O)C(=N/O)/C(C)=N/NC(=O)C(=O)Nc1cc(Cl)ccc1Cl	11µM*	-17%	-3%	-6%	-1%	3%	-3%	-10%	22µM*	0%
O=[N+]([O-])c1cccc(CSC2=NCCN2S(=O)(=O)c2ccccc2)c1	41%	-11%	-4%	?	-12%	5%	-2%	-34%	-12%	-1%
CCCCN(C(=O)C1=COCCO1)c1c(N)n(CCCC)c(=O)[nH]c1=O	.	2%	-3%	.	10%	-1%	9%	-24%	.	0%
CSCCC(NS(=O)(=O)c1ccccc1F)C(=O)NNC(=O)c1csc(N2CCOCC2)n1 (stereo not given)	.	1%	1%	.	0%	2%	-1%	-11%	.	1%
CCC1Sc2ccccc2N(CC(=O)NC2CC2)C1=O (stereo not given)	2%	9%	2%	-5%	0%	0%	-4%	0%	-1%	-1%
COc1ccc(-c2noc(CSc3nnc(CCc4ccccc4)n3-c3ccccc3)n2)cc1OC	-1%	-7%	-8%	-4%	-15%	-14%	-11%	-50%	-7%	-3%
Cc1cc(C)cc(OCC(O)CN2CC(C)OC(C)C2)c1 (stereo not given)	-1%	-2%	-1%	5%	5%	.	1%	-29%	0%	1%
O=C(CSc1nc(=O)n(CCCN2CCOCC2)c2c1CCCC2)Nc1ccc(Cl)cc1	.	3%	-3%	.	0%	-5%	5%	-25%	.	-3%
CCC12CN3CC(CC)(CN(C1)C3c1ccccc1Cl)C2O (stereo not given)	5%	-1%	2%	-6%	-3%	2%	6%	4%	-6%	2%
Cc1ccc(/C(N)=N/OC(=O)N2CCOCC2)cc1	-20%	2%	21%	0%	?	-5%	?	-77%	?	18%
COc1ccc2c(C)cc(N3CCN(Cc4ccccc4)CC3)nc2c1	-1%	6%	0%[1.84 µM]	0%	7%	-3%	-1%	6%	4%	-4%
Cc1ccc(N(CC(=O)Nc2c(C)cccc2C)S(C)(=O)=O)cc1	-12%	1%	0%	0%	2%	.	3%	-3%	3%	0%
Cc1cc(-c2ccc(Cl)cc2)n2nc(N)nc2n1	-25%	?	2%	0%	-9%	0%	3%[2.3 µM]	6%	-2%	-3%
CCOc1cccc(C2C(C(=O)c3ccc(C)o3)=C(O)C(=O)N2Cc2ccccc2)c1 (stereo not given)	.	-2%	8%	11%	-2%	.	-1%	-2%	.	0%
CCOc1cc(NC(=O)CCl)c(OCC)cc1NC(=O)CCl	13µM*	-5%	-54%[inhibitor]	-1%	-15%	-14%	4%	-94%[inhibitor]	20µM*	-40%[inhibitor]
CC1CCCC(NC(=O)COC(=O)[C@@H](NC(=O)c2ccccc2Cl)C(C)C)C1C (stereo not given in full)	.	-2%	.	.	3%	-1%	.	-1%	.	.
CC1(C)CC(=O)C(C(c2ccccc2F)C2C(=O)CC(C)(C)CC2=O)C(=O)C1	-27%	4%	-2%	-7%	3%	1%	-4%	-7%	-2%	-3%
COC(=O)Cn1c(=O)c2c(nc3n2CCCN3CCc2ccc(OC)c(OC)c2)n(C)c1=O	4%	-6%	-4%	-6%	7%	-8%	-2%	-7%	4%	-4%
COc1cccc(NC(=O)CN(C)C(=O)Cc2ccc(Cl)cc2Cl)c1	3%	-4%	-6%	1%	1%	-4%	0%	7%	12%	-1%
Cc1ccc(S(=O)(=O)N2CCCCC2CCNC(=O)C(=O)NCc2ccco2)cc1 (stereo not given)	.	3%	-1%	.	-19%	1%	3%	-21%	.	-20%
CC(=O)c1ccc(N2CCN(C(=O)Nc3ccc(F)cc3)CC2)cc1	23%	-3%	2%	2%	.	-1%	?	.	-4%	0%
Cc1ccnc2nc(C(=O)OCC(=O)Nc3ccc([N+](=O)[O-])cc3Br)nn12	.	2%	-2%	.	3%	-6%	-1%	1%	.	-6%
COc1ccccc1-c1cc(C(=O)N2CCCCC2)no1	-13%	3.7µM*	3.5µM*	0%	-1%	.	5.4µM*	?	9%	3.5µM*
COc1cccc(-c2onc3ccc(C4(C)OCCO4)cc23)c1	9%	-6%	-3%	?	1%	-1%	?	?	-2%	3%
Cc1ccc(NC(=O)CCN2C(=O)NC3(CCCC3)C2=O)c(C)c1	.	1%	0%	.	-5%	19%	.	7%	.	-5%

Bioassay records: PubChem, National Center for Advancing Translational Sciences (NCATS)
